Source: PubChem BioAssay
mouse EphA4 binding – EphA4 ligand-binding antagonists – biochemical, colorimetric, mouse EphA4, primary screen (AID 689); EphA4-AP binding to KYL peptide, pNPP A405; higher % means a stronger effect; one-dose inhibition, % at 10 µM; IC50 in µM for titrated hits; 0.1% of 62,000 active; in the data active = a potency from the dose series; inactive = the rest, 99 in 100 with inhibition below about 22%
Numbers without * were called inactive.

mouse EphA4 binding	compound
4%	O=C(c1ccc(F)cc1)N1CCN(C2CC3CCC2C3)CC1 (centres undefined)
-1%	Brc1ccc(-c2cn3c(n2)CCc2ccc4cccnc4c2-3)cc1
-5%	OC(C#CCN1CCCCC1)c1ccccc1 (centres undefined)
-7%	Nc1c(Cl)cc(-c2nc3ccccc3o2)cc1Cl
-8%	O=C1C(=O)N(CN2CCOCC2)c2ccc(Br)cc21
-5%	CCn1c2c(c3cc(Cl)ccc31)CCCC2=O
6%	COc1cccc(C2=NO[C@@H]3C(=O)N(Cc4ccccc4)C(=O)[C@H]23)c1OC
-20%	Cc1cc(N2CCN(c3ccccc3)CC2)nc(NCc2ccccc2)n1
3%	CCOC(=O)c1ccc(-n2c(N)c(C(=O)NCC3CCCO3)sc2=S)cc1 (centres undefined)
-1%	Cc1ccc(CNc2oc(C)nc2C#N)cc1
4%	CCCCN1C(=O)CCC(C(=O)O)C1c1ccccc1 (centres undefined)
-7%	COC(=O)c1nnn(-c2cc3nccnc3cc2F)c1C(=O)OC

7 entries drawn at random from the list so far, as already listed:
mouse EphA4 binding	compound
3%	CCOC(=O)c1ccc(-n2c(N)c(C(=O)NCC3CCCO3)sc2=S)cc1 (centres undefined)
4%	CCCCN1C(=O)CCC(C(=O)O)C1c1ccccc1 (centres undefined)
-1%	Cc1ccc(CNc2oc(C)nc2C#N)cc1
-1%	Brc1ccc(-c2cn3c(n2)CCc2ccc4cccnc4c2-3)cc1
-7%	COC(=O)c1nnn(-c2cc3nccnc3cc2F)c1C(=O)OC
-5%	OC(C#CCN1CCCCC1)c1ccccc1 (centres undefined)
6%	COc1cccc(C2=NO[C@@H]3C(=O)N(Cc4ccccc4)C(=O)[C@H]23)c1OC

(cont.)
mouse EphA4 binding	compound
-2%	O=C(CSCC(=O)Nc1ccc([N+](=O)[O-])cc1)Nc1ccccc1
-6%	CC(C)CCNC(=O)NC(=O)COc1c(F)c(F)cc(F)c1F
-2%	Cc1cc(NS(=O)(=O)c2ccc(NC(=O)CCCOc3ccc(Cl)cc3)cc2)no1
6%	Cn1c(-c2ccc(F)cc2)cnc1NCc1ccc(F)cc1
9%	COc1ccccc1Cc1noc(C(C)(C)NC(=O)c2ccccc2)n1
6%	Cn1cnnc1SCC(=O)Nc1ccccc1Sc1ccccc1
0%	CCc1ccc(/C(C)=N\Nc2ccc([N+](=O)[O-])cc2)cc1
0%	COc1ccccc1N1CCN(C(=O)CSc2nnc(NC(=O)C3CCC3)s2)CC1
0%	COc1cc(/C=C2/SC(=S)N(c3ccccc3)C2=O)ccc1OC(=O)c1cccs1
-4%	Cc1c(Cl)c([N+](=O)[O-])nn1CC(=O)Nc1c(C)n(C)n(-c2ccccc2)c1=O
-8%	Cc1cc(OC(=O)CNC(=O)OC(C)(C)C)c2c(C)cc(=O)oc2c1
0%	COc1ccc(C(=O)CSc2nnc(C3CC3)n2N)cc1
-10%	C/C(=N\NC(=O)c1ccc(Cl)c(Cl)c1)c1cccc(NC(=O)C(C)C)c1
4%	CC(=O)N(C)c1ccc(NC(=O)c2ccc(C(=O)Nc3ccc(N(C)C(C)=O)cc3)cc2)cc1
-1%	Cc1ccc(-c2n[nH]c(=S)n2C)cc1
-14%	Cc1ccc(-c2nnn(CC(=O)N(c3ccccc3F)C(C(=O)NCC3CCCO3)c3c[nH]c4ccccc34)n2)cc1 (centres undefined)
13%	Cc1cc(C(=O)OCn2nnc3ccccc3c2=O)c(C)n1-c1ccccc1
-6%	CC(=O)Nc1ccc(NC(=S)NC(=O)/C=C/c2ccccc2)cc1
-1%	O=C1CC(NNc2nc3ccccc3s2)C(=O)N1c1ccccc1 (centres undefined)
-13%	C=CCSc1nn2c(=O)c3ccccc3nc2s1
3%	COc1ccc(Cn2c(CCC(=O)Nc3ccc(CC#N)cc3)nc3cccnc32)cc1
-9%	COc1ccc(NC(=O)c2ccc(S(=O)(=O)N(C)C)cc2)cc1OC
10%	CCCNC(=O)COC(=O)c1ccc(Cl)c(S(=O)(=O)N2CCCC2)c1
-14%	COc1ccccc1CN1C(=O)C2CC=CCC2C1=O (centres undefined)
-13%	CCN(Cc1ccccc1)C(=O)/C=C/c1ccccc1Cl
1%	COCCn1c(-c2ccc(OC(F)(F)C(F)C(F)(F)F)cc2)nc2c1c(=O)[nH]c(=O)n2CC(C)C (centres undefined)
-3%	Cc1cc2ncn(/N=C/c3ccc([N+](=O)[O-])o3)c2cc1C
-9%	CC1CCN(Cn2[nH]c(=O)ccc2=O)CC1
4%	COc1ccc(C2(O)CC3CCC(C2)N3c2cc(C)nc(-c3ccccc3)n2)cc1 (centres undefined)
3%	CCOc1cccc(NC(=O)Cc2cccs2)c1
1%	Cc1ccc(-c2csc(N(Cc3ccccc3)C(=O)COc3ccccc3)n2)cc1
-12%	CC(=O)C1=C(O)C(=O)N(c2ccc(Br)cn2)C1c1ccccc1F (centres undefined)
-8%	Cc1nnc(SCC(=O)Nc2nsc(-c3ccc(C(C)(C)C)cc3)n2)s1
0%	O=[N+]([O-])c1cc(-n2cnnn2)ccc1N1CCC(Cc2ccccc2)CC1
-4%	CCCCOC(=O)C1=C(C)Nc2ncnn2C1c1ccc(OC)c(OC)c1 (centres undefined)
7%	CCOc1ccc(C(=O)NCc2ccco2)cc1
-9%	CC(=O)c1cc(C#N)c(SCc2ccccc2)nc1C
-4%	O=C1C(=O)N(Cc2ccccc2)C(c2ccccc2F)/C1=C(/O)c1ccccc1 (centres undefined)
-5%	Cc1cc(NC(=O)C2CCCN(S(=O)(=O)c3c(C)noc3C)C2)n[nH]1 (centres undefined)
-3%	CC(C)COc1ccc2[nH]c3c(c2c1)CCCC3=O
-2%	Cc1ccc(C(=O)NNC(=O)C2CCN(c3nccc(C)n3)CC2)cc1
2%	O=C1CC(C(=O)O)c2ccccc2N1 (centres undefined)
22%	COc1ccc(NC(=O)CCc2nc(-c3ccc(C)cc3)no2)c(OC)c1
-5%	COc1cccc(C2=NC(C)(C)NC(c3ccccc3O)C2)c1 (centres undefined)
-15%	Cc1cc(C)nc(Sc2ccc3nnnn3n2)n1
4%	O=C(CSc1nnc(Cc2cc(=O)[nH]c(=O)[nH]2)n1-c1ccc(Cl)cc1)NCC1CCCO1 (centres undefined)
-8%	CCOC(=O)N1CCC(NC(=O)c2cccc3c2C(=O)N(CCOC)C3)CC1
-7%	Nc1nc2n(n1)C(c1cccs1)CC(c1ccccc1)N2 (centres undefined)
-8%	CCOC(=O)Cn1c(-c2cccnc2Cl)nc2cc(C)c(C)cc21
16%	CC(C)(C)NC(=O)C(=O)NNC(=O)c1ccccc1
1%	COc1cccc(/C=C2\SC(=S)N(c3cccc(Br)c3)C2=O)c1
0%	O=C(COc1ccc(Br)cc1)Nc1ccc(Nc2ccccc2)cc1
-6%	CN1C(=O)C(CC(N)=O)N(NC(=O)c2ccc(Cl)cc2)C1=S (centres undefined)
-14%	COC(=O)C1CSc2[nH]c(=O)sc2C1c1ccc(OC)c(OC)c1 (centres undefined)
8%	Clc1ccccc1CSc1nnnn1-c1ccccc1
-2%	CC(=O)C1C(c2cccc(F)c2)NC(=O)NC1(O)C(F)(F)F (centres undefined)
19%	COc1cccc(C(=O)N/N=C(/c2ccccc2)c2ccccn2)c1
-2%	COc1cccc(C2=NOC(C(=O)NC(C)(C)C)C2)c1 (centres undefined)
-2%	CCOC(=O)N1CCN(C(=O)C2CC(c3cc(OC)ccc3OC)=NO2)CC1 (centres undefined)
-25%	COc1ccc(-c2cc(=O)c3ccccc3s2)cc1

5 of the entries above in order of the mouse EphA4 binding value, low to high.
mol | mouse EphA4 binding
CCN(Cc1ccccc1)C(=O)/C=C/c1ccccc1Cl | -13%
Cc1nnc(SCC(=O)Nc2nsc(-c3ccc(C(C)(C)C)cc3)n2)s1 | -8%
CC(C)CCNC(=O)NC(=O)COc1c(F)c(F)cc(F)c1F | -6%
COCCn1c(-c2ccc(OC(F)(F)C(F)C(F)(F)F)cc2)nc2c1c(=O)[nH]c(=O)n2CC(C)C (centres undefined) | 1%
CCCNC(=O)COC(=O)c1ccc(Cl)c(S(=O)(=O)N2CCCC2)c1 | 10%

(cont.)
mouse EphA4 binding	compound
8%	CCOC(=O)c1ccc(S(=O)(=O)N2CCN(C)CC2)cc1
3%	CCCN(c1nc(C)cc(OC)n1)S(=O)(=O)c1ccccc1
-7%	CC(C)(C)c1ccc(C2CC2C(=O)N/N=C\c2cc3ccccc3nc2Cl)cc1 (centres undefined)
-8%	CC(=O)c1ccc(N2CCN(C(=O)C3CCCN(S(=O)(=O)c4cnc[nH]4)C3)CC2)cc1 (centres undefined)
-2%	O=C(CN1C(=O)COc2ccccc21)NCc1ccccn1
-46%	Cc1nn(C)cc1CNC(=O)Nc1ccc(Cl)c(Cl)c1
-13%	CCOC(=O)c1cnc(-n2nc(C)cc2C)nc1Nc1ccccc1OC
4%	COc1ccc(C(=O)c2c(C(F)(F)F)oc3c2C(=O)c2ccccc2C3=O)cc1OC
-2%	COc1ccccc1NC(=O)CN1CCN(c2ccc(Cl)cc2)CC1
-5%	O=C(CCC(=O)N1CCCc2ccccc21)N1CCN(S(=O)(=O)c2ccccc2)CC1
0%	O=C(O)c1cn(-c2ccccc2)nc1-c1cccnc1
16%	Cc1ccc(Oc2cc(C)nc(-c3ccccc3O)n2)cc1
0%	Cc1ccc(Oc2ncccc2/C=N/OCc2ccc(Cl)c(Cl)c2)cc1
-19%	C=CCn1c(N)c(C(=O)OCC)sc1=S
-12%	Cc1cccc(/C=N/N2CCN(Cc3ccccc3Cl)CC2)c1
11%	O=c1[nH]c2cc3c(cc2cc1CN(Cc1cccs1)Cc1nnnn1Cc1ccco1)OCCO3
1%	Cc1[nH]nc2c1C(C(C)C)C(C#N)=C(N)O2 (centres undefined)
-11%	CCN(CC)CCN1C(=O)C(O)=C(C(C)=O)C1c1ccccc1 (centres undefined)
-10%	COc1ccc(-c2cc(C(F)(F)F)nc(NCc3cccnc3)n2)cc1
0%	CCOc1ccccc1NC(=O)C(=O)NCCCN1CCOCC1
-13%	N#Cc1c(N)nc(SCC(=O)NCc2ccc3c(c2)OCO3)c(C#N)c1-c1cccs1
5%	CCCCOC(=O)COc1ccc(S(=O)(=O)c2ccc(OCC(=O)OCCCC)cc2)cc1
-3%	CCC1CCCCN1C/C=C/c1ccccc1[N+](=O)[O-] (centres undefined)
-10%	COc1ccc(Cc2nnnn2CC(=O)O)cc1
-8%	Nc1ncc(Br)cc1S(=O)(=O)NCCC(=O)Nc1cccc(Cl)c1
-2%	CC(c1cccnc1)N(CCN(C)C)C(=O)Nc1ccc(Cl)cc1 (centres undefined)
-4%	O=C(Cn1cnc2ccccc21)N/N=C/c1ccccn1
-3%	CCCNC(=O)C(NS(=O)(=O)c1ccc2c(c1)c(=O)n(C)c(=O)n2C)c1ccccc1 (centres undefined)
-6%	Cc1ccc(SCC(=O)c2cc(C)c(OC(=S)N(C)C)c(C)c2)cc1
-3%	Cn1nc(-c2ccc(Cl)cc2)c2cc(C(=O)NC3CC3)sc21
-9%	O=C1CC(NCc2ccncc2)C(=O)N1c1ccc(Cl)cc1 (centres undefined)
-1%	COc1ccc(-n2c(CSc3nc(C)cc(C)n3)nnc2SCC(=O)Nc2nccs2)cc1
-6%	CCN1CCCC1CNC(=O)C(=O)Nc1ccc(OC)cc1 (centres undefined)
-3%	Cn1cnnc1SCC(=O)N(Cc1ccc2c(c1)OCO2)C1(C(=O)NC2CCCCC2)CCCC1

Copied from the list.
Under mouse EphA4 binding, `O=C(Cn1cnc2ccccc21)N/N=C/c1ccccn1` is entered as -4%
Under mouse EphA4 binding, `CC(c1cccnc1)N(CCN(C)C)C(=O)Nc1ccc(Cl)cc1` (centres undefined) is entered as -2%
Under mouse EphA4 binding, `Nc1ncc(Br)cc1S(=O)(=O)NCCC(=O)Nc1cccc(Cl)c1` is entered as -8%
Under mouse EphA4 binding, `O=C1CC(NCc2ccncc2)C(=O)N1c1ccc(Cl)cc1` (centres undefined) is entered as -9%

Some of the compounds tested. The share of hits here may be higher or lower than overall.
